Assay outcomes deposited in PubChem BioAssay by several laboratories.
Vc quorum ag: quorum light induction in luxS cqsA deficient V. cholerae. 350,000 compounds, 0.16% hits. AID 588436. V. cholerae BH1578 lux reporter, luminescence, 6 h. activation, % at 18.7 µM; in the data active = activation mostly above about 9.7%, no sharp cut-off; inconclusive = no clear call, values can overlap the other calls; inactive = mostly below about 3.7%; note: not every result past the cut was called active; inactives centre near 0; reference of the scale not given here
SSB-PriA inh: blocks PriA binding to SSB C-terminal tail | AlphaScreen SSBct-PriA binding, biotinylated peptide | inhibition, % at 33 µM | 430,000 compounds, 0.6% hits | AID 1272365; in the data active = inhibition mostly above about 37%, no sharp cut-off; inactive = mostly below about 20%;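 note: plate controls were negative control peptide for no effect and reference peptide for full effect; strong numbers were not always called active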
SARS 3CLpro inh: SARS-CoV 3CLpro protease inhibition; 290,000 compounds, 0.14% hits; P0C6X7; recombinant SARS-CoV 3CLpro, quenched FRET peptide cleavage; inhibition, % at 6 µM; in the data active = inhibition above about 12%
BoNT A protease: inhibitors of Botulinum neurotoxin A light chain protease | 360,000 compounds, 0.17% hits | multiplex microsphere protease substrate cleavage, flow cytometry | AID 588499 | inhibition, % at 10 µM; note: plate controls were buffer without enzyme for full effect and enzyme alone for no effect
Y pestis TopoI: blocks Yersinia pestis topoisomerase I activity; Y. pestis Topo-I cleavage product accumulation, plate reader; activity, % at 10 µM; 360,000 compounds, 0.064% hits; AID 504884; in the data active = activity above about 50%, passing the limit was not always enough; inconclusive = no clear call, values can overlap the other calls; note: inactives centre near 2
PrPC TRFRET: inhibitors of human cell surface prion protein PrPC; P04156; TR-FRET read-out; inhibition, % at 13.8 µM; 370,000 compounds, 0.43% hits; in the data active = inhibition above about 24%; note: 0% = median of the test wells and 100% = reference compound wells
TcdB inh: inhibitors of Clostridioides difficile toxin B glycohydrolase; P18177; TcdB glycohydrolase enzymatic assay, plate reader; inhibition, % at 9.99 µM; 350,000 compounds, 0.24% hits; in the data active = inhibition above about 10%
Target sequence (P18177 whole entry, looked up): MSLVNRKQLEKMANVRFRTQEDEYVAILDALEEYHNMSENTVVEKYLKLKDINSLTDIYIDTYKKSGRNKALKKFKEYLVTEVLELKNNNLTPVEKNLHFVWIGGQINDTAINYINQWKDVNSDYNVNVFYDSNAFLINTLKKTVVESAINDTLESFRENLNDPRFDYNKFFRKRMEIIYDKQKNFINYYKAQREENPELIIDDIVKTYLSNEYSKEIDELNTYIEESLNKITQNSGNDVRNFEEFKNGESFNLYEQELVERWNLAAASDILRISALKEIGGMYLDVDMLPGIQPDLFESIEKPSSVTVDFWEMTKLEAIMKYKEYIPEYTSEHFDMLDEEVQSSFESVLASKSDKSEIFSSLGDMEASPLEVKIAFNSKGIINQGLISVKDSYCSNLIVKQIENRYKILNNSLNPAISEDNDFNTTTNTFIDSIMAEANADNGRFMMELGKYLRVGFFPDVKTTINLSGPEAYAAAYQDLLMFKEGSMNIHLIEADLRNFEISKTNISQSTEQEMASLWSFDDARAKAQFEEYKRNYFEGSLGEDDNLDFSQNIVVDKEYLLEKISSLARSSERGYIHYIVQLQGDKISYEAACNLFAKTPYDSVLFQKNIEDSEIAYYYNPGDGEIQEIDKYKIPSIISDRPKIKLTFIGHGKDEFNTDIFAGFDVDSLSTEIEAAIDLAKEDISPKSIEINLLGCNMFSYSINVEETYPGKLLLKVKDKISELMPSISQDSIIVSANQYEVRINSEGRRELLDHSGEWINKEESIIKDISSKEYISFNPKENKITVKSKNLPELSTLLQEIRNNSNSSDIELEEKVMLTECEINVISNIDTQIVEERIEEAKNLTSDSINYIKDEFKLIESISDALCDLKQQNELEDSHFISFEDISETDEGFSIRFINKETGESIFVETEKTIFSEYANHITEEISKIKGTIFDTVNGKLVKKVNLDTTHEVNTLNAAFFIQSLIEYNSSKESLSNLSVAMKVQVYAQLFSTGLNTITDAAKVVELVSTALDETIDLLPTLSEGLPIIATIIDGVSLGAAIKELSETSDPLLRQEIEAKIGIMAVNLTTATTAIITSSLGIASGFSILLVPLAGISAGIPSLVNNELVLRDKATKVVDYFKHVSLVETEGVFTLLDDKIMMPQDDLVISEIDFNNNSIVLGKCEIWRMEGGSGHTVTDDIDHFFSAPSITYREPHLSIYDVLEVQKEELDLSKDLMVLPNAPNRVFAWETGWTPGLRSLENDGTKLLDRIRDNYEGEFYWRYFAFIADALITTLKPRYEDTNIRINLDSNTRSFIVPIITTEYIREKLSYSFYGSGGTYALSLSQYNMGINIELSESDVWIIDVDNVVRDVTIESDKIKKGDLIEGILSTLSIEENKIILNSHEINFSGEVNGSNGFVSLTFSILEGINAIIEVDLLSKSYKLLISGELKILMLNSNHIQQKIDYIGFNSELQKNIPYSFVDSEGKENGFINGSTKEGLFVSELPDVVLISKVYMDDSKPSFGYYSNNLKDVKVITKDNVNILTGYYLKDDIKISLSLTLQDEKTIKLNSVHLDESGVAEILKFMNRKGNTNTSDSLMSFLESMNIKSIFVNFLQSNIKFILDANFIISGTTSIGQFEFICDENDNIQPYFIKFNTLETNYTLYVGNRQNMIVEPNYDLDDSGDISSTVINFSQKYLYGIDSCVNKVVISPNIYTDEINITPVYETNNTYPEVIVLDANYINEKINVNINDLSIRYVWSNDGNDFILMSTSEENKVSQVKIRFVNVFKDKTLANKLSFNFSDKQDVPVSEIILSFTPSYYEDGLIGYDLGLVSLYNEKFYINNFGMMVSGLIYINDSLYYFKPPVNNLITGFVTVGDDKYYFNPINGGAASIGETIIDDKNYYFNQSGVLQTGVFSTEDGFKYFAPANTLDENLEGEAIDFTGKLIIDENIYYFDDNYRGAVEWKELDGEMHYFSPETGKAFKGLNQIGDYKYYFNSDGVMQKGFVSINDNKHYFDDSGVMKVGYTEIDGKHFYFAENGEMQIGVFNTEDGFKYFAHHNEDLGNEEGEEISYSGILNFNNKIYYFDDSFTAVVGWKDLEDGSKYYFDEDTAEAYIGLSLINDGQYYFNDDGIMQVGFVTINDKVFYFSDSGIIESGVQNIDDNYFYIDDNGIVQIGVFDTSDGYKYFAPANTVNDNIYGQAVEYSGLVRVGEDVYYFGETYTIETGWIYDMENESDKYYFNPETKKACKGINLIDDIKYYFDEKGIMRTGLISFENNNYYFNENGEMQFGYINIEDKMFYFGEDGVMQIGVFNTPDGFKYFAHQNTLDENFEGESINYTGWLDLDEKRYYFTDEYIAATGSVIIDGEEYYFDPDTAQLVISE
Anthrax LF prot: anthrax lethal factor protease inhibition; multiplex microsphere protease cleavage assay, LF; inhibition, % at 10 µM; 360,000 compounds, 0.12% hits; AID 588501; note: plate controls were buffer without enzyme for full effect and enzyme alone for no effect
PfHsp40 yeast: rescue of PfHsp40-mediated yeast toxicity. AID 504582. S. cerevisiae expressing PfHsp40, growth rescue, ATP luminescence. 340,000 compounds, 0.68% hits. growth rescue, % at 12.5 µM; in the data active = growth rescue above about 28%, passing the limit was not always enough; inconclusive = no clear call, values can overlap the other calls;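 note: yeast W303a lacking pdr1 and pdr3 grown in galactose medium; growth measured after three days at 30 °C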
Numbers without * were called inactive; i = inactive; ? = inconclusive; . = not tested or not shown. Cut-off read from the data, not from the text of the source, unless noted: active = inhibition above about 30%; inconclusive = no clear call, values can overlap the other calls; inactive = below that. Only part of the results is shown. The share of hits here may be higher or lower than overall.

SMILES	Vc quorum ag	SSB-PriA inh	SARS 3CLpro inh	BoNT A protease	Y pestis TopoI	PrPC TRFRET	TcdB inh	Anthrax LF prot	PfHsp40 yeast
OC1(C#CCCN2CCCCC2)c2ccccc2-c2ccccc21	-4.3	6	1	-0.4	-6	5	1.8	-5	-0.6
COC(=O)Nc1nnc(/C=C/c2ccccc2)s1	-0.4	6	-3	-0.7	5	-9	0.2	-1	-1.8
CN(C1CCS(=O)(=O)C1)S(=O)(=O)c1ccc(N2CCCC2=O)cc1 (stereo unspecified)	i	-7	-3	0.6	4	9	-0.6	0	-1.4
CC(=O)NCCOc1nc(N2CCCCC2)nc(N2CCCCC2)n1	0.2	4	5	-1.4	14	3	-2.9	-2	-0.3
COc1cc(OC)cc(C2=Cc3ccc(OC)cc3C(CC(C)=O)N2c2ccc(-c3cccs3)cc2)c1 (stereo unspecified)	.	.	.	6.8	.	-6	1.3	0	.
O=C(C1CCC1)N1CCc2cc(S(=O)(=O)NCc3ccco3)ccc21	.	-25	0	1.0	5	9	.	-2	1.3
CCCCn1c(CNC(=O)CC)nc2ccccc21	i	0	1	0.0	11	-2	0.9	1	0.1
O=C(O)c1cc(N2C(=O)C3C4C=CC(C4)C3C2=O)ccc1NCc1cccnc1 (stereo unspecified)	i	-6	2	0.5	-1	6	.	-2	-1.4
Cc1cccc(C)c1NC1=C(Cl)C(=O)OC1OC(=O)c1ccccc1 (stereo unspecified)	2.1	1	1	-0.4	-1	3	0.7	1	0.4
CS(=O)(=O)c1[nH]nc(-c2ccccc2)c1C#N	-0.4	-4	-2	-0.5	-3	4	3.6	-2	-0.5
CN1CCC(OC(=O)COc2ccc(C(C)(C)C)cc2)CC1	i	-4	10	0.5	-8	-1	.	-3	-0.8
CC1(C)Cc2c(cnn2-c2ccccc2)C(NC(=O)CCCn2cncn2)C1 (stereo unspecified)	-0.3	-4	-1	-3.4	2	-6	0.2	5	0.2

Molecules above that contain four or more nitrogen atoms (2):
SMILES	Vc quorum ag	SSB-PriA inh	SARS 3CLpro inh	BoNT A protease	Y pestis TopoI	PrPC TRFRET	TcdB inh	Anthrax LF prot	PfHsp40 yeast
CC(=O)NCCOc1nc(N2CCCCC2)nc(N2CCCCC2)n1	0.2	4	5	-1.4	14	3	-2.9	-2	-0.3
CC1(C)Cc2c(cnn2-c2ccccc2)C(NC(=O)CCCn2cncn2)C1 (stereo unspecified)	-0.3	-4	-1	-3.4	2	-6	0.2	5	0.2

(listing goes on)
SMILES	Vc quorum ag	SSB-PriA inh	SARS 3CLpro inh	BoNT A protease	Y pestis TopoI	PrPC TRFRET	TcdB inh	Anthrax LF prot	PfHsp40 yeast
N#CC1=C(N)Oc2n[nH]c(-c3cccs3)c2C1c1cccs1 (stereo unspecified)	i	5	2	0.3	-7	2	.	-1	0.4
CN(Cc1nc(-c2ccccc2)no1)C(=O)c1ccco1	-1.8	-11	1	-2.6	-8	-7	0.8	-10	1.1
CCN(c1ccccc1)S(=O)(=O)c1ccc(C(=O)Nc2ccccn2)cc1	i	-39	.	1.0	-6	5	-0.6	-1	-0.3
CC(C)(C)n1cc(C(=O)c2ccc3ccccc3c2O)cn1	i	-6	-1	1.8	10	0	1.2	-6	1.1
Cc1onc(-c2c(F)cccc2Cl)c1C(=O)NCc1ccc2c(c1)OCO2	3.6	5	5	0.5	-1	4	2.9	1	-0.2
CC(=O)c1c(C)[nH]c(C(=O)OCc2cc(-c3ccco3)on2)c1C	i	-11	.	0.4	7	5	0.4	-8	-1.2
Cc1ccc(N(C(=O)CNC(=O)c2ccco2)C(C(=O)NCC2CCCO2)c2ccccc2)c(C)c1 (stereo unspecified)	-0.1	2	5	0.7	15	-6	-0.7	1	-1.5
CCNc1nnc(SCC(=O)c2c(N)n(C3CC3)c(=O)[nH]c2=O)s1	-2.1	-11	.	3.3	5	-3	0.5	-1	-1.0
Cn1c(=O)c(=O)n(C)c2cc(S(=O)(=O)N3CCN(C4CCCCC4)CC3)ccc21	-0.3	-20	-2	-1.2	-5	-3	0.7	-7	-1.7
COc1ccc(NC(=O)c2ccccc2NC(=O)CSc2ccc(Cl)cc2)cc1	-0.1	-7	4	-0.1	4	-1	.	0	0.4
Cc1c(N(C(=O)c2ccccn2)C2(C(=O)NC3CCCC3)CCCCC2)c(=O)n(-c2ccccc2)n1C	-0.5	-6	-3	-0.7	4	7	1.4	-6	0.2
Cc1nn(-c2ccc(F)cc2)c(Cl)c1C(=O)OC(C)C(=O)N(C)C1CCCCC1 (stereo unspecified)	i	-17	.	0.3	3	2	0.2	-2	1.8
COc1ccc(N2CCN(C(=O)c3cccc(S(=O)(=O)N4CCOCC4)c3)CC2)cc1	i	6	.	.	-10	1	1.3	.	3.5
CC(C)(C)NC(=O)C(c1ccncc1)N(Cc1cccs1)C(=O)Cn1nnc(-c2ccc(F)cc2)n1 (stereo unspecified)	0.3	10	-3	0.7	3	10	.	-1	-0.2
COc1ccc(/C=C/C(=O)NC2CC3CCC2C3)cc1 (stereo unspecified)	i	-9	-3	-2.2	-2	-6	1.8	6	-0.9
CCOC(=O)[C@]12CCC=C1N(Cc1cccc3ccccc13)C(=O)[C@H](CC(=O)N1CCSCC1)C2	.	.	.	0.6	.	10	-3.5	7	.
O=C(NCC(c1cccnc1)N1CCN(c2ccccc2F)CC1)OCc1ccccc1 (stereo unspecified)	.	32	-4	0.0	-6	12	.	-7	2.7
CN(C)CC(C)(C)CNC(=O)C1CCN(Cc2ccccc2O)CC1	-0.3	-24	-2	-0.3	4	-7	.	1	1.0
Cc1ccc(C(=O)O)cc1NC(=S)NC(=O)Cc1ccccc1	.	-10	8	0.7	1	-5	.	4	-0.8
COc1ccc(CNC(=O)CSc2nnc3c(n2)[nH]c2ccc(OC)cc23)cc1	-0.2	1	-4	2.3	11	-4	2.4	5	0.8
O=C(CN1C(=O)CC(c2ccccc2)Sc2ccccc21)NCC1CCCO1 (stereo unspecified)	i	-3	0	0.2	7	4	1.6	-1	0.2
NC(=O)C1(NC(=O)[C@@H]2CC3(CC(c4cccc(NC(=O)[C@@H]5CCC(=O)N5)c4)=NO3)CN2C(=O)Cc2ccc(C(F)(F)F)cc2)CC1 (stereo partly specified)	-0.3	-3	-2	0.2	10	1	2.2	4	-0.7
Cc1ccc(NC(=O)OCc2cn(-c3ccc(Cl)cc3)nn2)cc1	-0.7	.	-6	-3.2	2	1	.	-12	1.6
Brc1ccc(Nc2nc(-c3cccnc3)cs2)cc1	-1.7	2	2	-0.8	14	4	1.9	-7	4.9

Compounds from the list above that contain a COOH group, in the order listed:
SMILES	Vc quorum ag	SSB-PriA inh	SARS 3CLpro inh	BoNT A protease	Y pestis TopoI	PrPC TRFRET	TcdB inh	Anthrax LF prot	PfHsp40 yeast
O=C(O)c1cc(N2C(=O)C3C4C=CC(C4)C3C2=O)ccc1NCc1cccnc1 (stereo unspecified)	i	-6	2	0.5	-1	6	.	-2	-1.4
Cc1ccc(C(=O)O)cc1NC(=S)NC(=O)Cc1ccccc1	.	-10	8	0.7	1	-5	.	4	-0.8

Remaining list, next part.
SMILES	Vc quorum ag	SSB-PriA inh	SARS 3CLpro inh	BoNT A protease	Y pestis TopoI	PrPC TRFRET	TcdB inh	Anthrax LF prot	PfHsp40 yeast
COCCSc1nnc(NS(=O)(=O)c2ccc(F)cc2)s1	-0.7	5	-1	0.8	14	-1	0.4	10	-1.4
CCCCNC(=S)N(CCCN(C)C)Cc1cc2cc3c(cc2[nH]c1=O)OCO3	-0.6	-13	2	.	-2	-5	-0.1	.	-0.2
Cc1nc(SCC(=O)NC(=O)NC(C)(C)C)nc(C)c1C	-0.3	-12	-3	0.0	-3	2	0.6	-10	0.5
Cc1cccc(OCc2nnc(SCC(=O)c3ccccc3)o2)c1	-0.3	-1	1	0.1	42	-2	.	-3	1.7
CC1=C(C(=O)OCCBr)C(c2cccc3ccccc23)NC(=O)N1 (stereo unspecified)	i	4	-7	3.2	4	1	1.2	2	-0.4
COC(=O)C1=C(c2cccc(OCc3ccccc3)c2)C[C@@H]2CC[C@H]1N2C(=O)NCc1cccc(OC)c1	0.8	3	.	0.6	45	11	0.5	5	4.8
CC(C)C(c1nnnn1Cc1cccs1)N1CCN(C(=O)c2ccco2)CC1 (stereo unspecified)	-0.6	-5	-2	-1.3	5	-8	1.4	-2	-0.2
CCOC(=O)Nc1c(Cl)[nH]c(=O)n(C)c1=O	-1.1	-1	.	-0.2	0	-2	0.0	-1	-2.0
Cc1oc(-c2ccccc2F)nc1CS(=O)CC(=O)NCc1cccs1 (stereo unspecified)	-1.0	4	-3	0.1	4	-7	0.2	0	-1.5
CC(C)N(C(=O)CSc1nnc(-c2cc3ccccc3cc2O)n1Cc1ccco1)C(C)C	-1.7	4	0	?	24	7	.	1	1.4
CCCNc1nc(C)cc(-c2cc(C(=O)Nc3ccccc3)on2)n1	-3.4	1	.	0.2	-1	2	1.4	-3	196*
O=C1CC(N2CCN(c3ccccc3F)CC2)C(=O)N1c1ccc2c(c1)OCCO2 (stereo unspecified)	i	-12	1	-0.3	-5	4	.	1	-0.3
CC/C=C/C(=O)N1CC2(CC(c3cccc(NC(=O)c4ccccc4)c3)=NO2)C[C@@H]1C(N)=O (stereo partly specified)	-0.5	18	0	0.5	-9	-9	1.1	5	-0.8
Cn1c(SCC(=O)c2ccccc2)nnc1-c1ccncc1	-0.4	0	0	-1.5	-3	-11	0.8	-2	0.5
CC(=O)N1CCCC1C(=O)O (stereo unspecified)	-0.3	0	.	1.3	7	-1	1.2	-2	0.2
O=c1c(Cl)c(NCCCO)cnn1-c1nc2ccccc2[nH]1	-0.7	-6	-4	0.4	0	-6	.	1	-0.5
COc1ccc(S(=O)(=O)NNC(=O)Nc2ccccc2OC)c(OC)c1	-0.1	2	1	-5.0	7	1	0.6	0	1.9
COc1ccc(NC(=O)CSc2nc(N)c(C#N)cc2C#N)cc1	1.7	-11	-2	1.0	8	-6	-0.2	-3	-1.5
CC1CN(S(=O)(=O)c2cc(C(=O)N(C)Cc3cccs3)ccc2Cl)CC(C)O1 (stereo unspecified)	i	3	.	.	10	12	-1.4	.	-1.1
C=C1C(=O)O[C@@H]2C[C@@H](C)[C@H]3C=CC(=O)[C@]3(O)C[C@@H]12	i	-4	.	-0.2	12	-10	0.8	-7	0.1
CCn1c(SCC(=O)N2CCCC2)nc2ccccc2c1=O	-0.4	-3	-7	3.9	10	-4	.	-4	1.0
Cc1nc2ccccc2c2oc(C(=O)N3CCCC(C)C3)cc12 (stereo unspecified)	i	9	1	2.6	23	0	0.8	0	0.6
O=S1(=O)CC=C(CSC(=S)NC2CCS(=O)(=O)C2)C1 (stereo unspecified)	i	-25	2	-2.9	-2	10	-0.2	-11	0.0
COc1ccc(CCNC(=O)C(C(=O)c2ccccc2)n2cc(Cl)ccc2=O)cc1OC (stereo unspecified)	-0.3	4	2	-0.1	-1	11	.	-2	-0.9
CC1CCCN(S(=O)(=O)c2ccc(NC(=O)C3CC(=O)N(C(C)(C)C)C3)cc2)C1 (stereo unspecified)	i	-13	.	2.0	2	-1	2.6	1	0.7
COc1ccc(Cl)cc1C(=O)O/N=C(\N)c1ccncc1	i	i	-1	?	3	-6	0.6	-6	0.5
O=C(Cc1ccccc1[N+](=O)[O-])NC1CC1	-0.5	-16	0	1.4	10	3	0.0	2	-1.3
COc1ccc(CCNC(=O)CSc2nc3ccccc3c3nc(CCN4CCCCC4)nn23)cc1OC	5.2	12	4	0.0	3	0	-0.6	-3	-1.6
CN1OC2C(=O)N(c3ccccc3)C(=O)C2C1c1ccc(F)cc1 (stereo unspecified)	-1.4	-24	-4	0.0	8	-5	.	-1	1.2
CCN(CC)S(=O)(=O)c1ccc(N/N=C(\C)c2ccncc2)nc1	-0.6	.	-10	-3.9	2	1	0.1	1	2.0
O=C(CCCN1C(=O)c2ccccc2C1=O)Nc1nncs1	.	-5	1	0.0	-10	1	.	-3	-0.7
Cc1nc2cc(C(=O)NCc3cccnc3)ccc2n1-c1ccc(F)cc1F	-0.3	-3	2	0.3	0	-6	0.5	2	?
Cc1ccc(OCC(=O)Nc2ccc3c(c2)nc(CCN2CCN(C)CC2)n3C)cc1	-0.1	-6	-4	-0.7	-3	-4	1.2	0	1.2
COc1ccc(S(=O)(=O)NNC(N)=S)cc1	i	-5	-3	-1.9	-1	-5	-0.4	-2	-0.1
